PGK inhibitor – T. brucei PGK inhibition; PGK/GAPDH coupled, Kinase-Glo luminescence, 60 min; 380,000 compounds, 0.043% hits; Potency, µM (doses to about 57.5 µM), for the others: top-dose activity change, negative = inhibition, usual class: inhibitors; also: % is scaled to controls: 0 for no effect and ±100 for the full control effect; nearly all actives have a fitted effect of over 60% in size
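Recombinant glycosomal PGK reaction used 1,3-bisphosphoglycerate generated in-well by GAPDH (100nM final) in 100mM TEA pH 7.6, 5mM MgCl2, 0.01% Tween-20. After 60 minutes at room temperature, ATP was read by Kinase-Glo Plus luminescence end-point.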
GLS inhibitor – blocks human kidney-isoform glutaminase activity | 410,000 compounds, 0.21% hits | Potency, µM (titrated, usually from 45.5 µM), inactives show top-dose activity change, negative = inhibition, usual class: inhibitors | O94925 | GLS enzymatic activity, qHTS titration; also: % is scaled to controls: 0 for no effect and ±100 for the full control effect
Target sequence (O94925 whole entry, looked up, canonical isoform): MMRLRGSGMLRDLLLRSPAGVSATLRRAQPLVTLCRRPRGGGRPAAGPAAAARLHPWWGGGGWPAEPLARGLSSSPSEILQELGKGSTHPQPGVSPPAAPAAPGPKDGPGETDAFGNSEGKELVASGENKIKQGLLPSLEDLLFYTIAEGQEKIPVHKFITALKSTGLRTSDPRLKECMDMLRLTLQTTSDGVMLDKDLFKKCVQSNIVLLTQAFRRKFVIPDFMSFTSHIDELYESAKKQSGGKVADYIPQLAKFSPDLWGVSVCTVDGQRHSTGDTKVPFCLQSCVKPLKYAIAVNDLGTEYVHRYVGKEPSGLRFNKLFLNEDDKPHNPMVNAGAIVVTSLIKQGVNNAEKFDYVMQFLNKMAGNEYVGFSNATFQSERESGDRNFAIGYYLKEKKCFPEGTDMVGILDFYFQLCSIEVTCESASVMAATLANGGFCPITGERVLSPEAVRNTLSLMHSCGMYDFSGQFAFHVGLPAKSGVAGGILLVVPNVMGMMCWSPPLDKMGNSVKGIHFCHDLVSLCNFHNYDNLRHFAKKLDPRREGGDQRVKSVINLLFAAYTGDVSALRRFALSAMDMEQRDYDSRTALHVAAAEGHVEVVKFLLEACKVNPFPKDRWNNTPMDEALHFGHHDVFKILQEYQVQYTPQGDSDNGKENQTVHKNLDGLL
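Read-out is an Amplex red fluorescence increase coupled through glutamate oxidase and HRP, measured before and after 30 min room-temperature incubation. hKGA is in 45 mM KH2PO4 (pH 8.2) with 0.02% Tween-20; glutamine added as 1mM solution.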
BAZ2B block – inhibitors of human BAZ2B bromodomain; AID 504333; AlphaScreen BAZ2B-H3K14Ac peptide displacement; Potency, µM (top dose mostly 114 µM), for inactives: at the top dose activity change, negative = inhibition, most hits filed as inhibitors; Q9UIF8; 360,000 compounds, 4.4% hits; also: % is scaled to controls: 0 for no effect and ±100 for the full control effect; nearly all actives have a fitted effect of over 60% in size
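In this displacement format the biotinylated H3(5-23) peptide acetylated at Lys14 serves as ligand at 50 nM, with BAZ2B at 50 nM in PBS pH 7.4 containing 0.01% Tween-20. Donor and acceptor beads are 10 ug/mL final.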
HP1b binding inh – blocks HP1-beta chromodomain binding to methylated histone tails; P83916; AlphaScreen HP1-beta / biotin-H3K9me3 peptide binding; Potency, µM (series often up to 114 µM), without a hit: top-dose activity change, negative = inhibition, most hits filed as inhibitors; 390,000 compounds, 0.56% hits; also: nearly all actives have a fitted effect of over 70% in size; inactives centre near 23
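HP1-beta protein (50 nM final) preincubated 30 min at room temperature with biotinylated H3(1-18)K9me3 peptide (50 nM) in PBS pH 7.4, 0.01% Tween-20, then compound added for 30 min. AlphaScreen streptavidin donor/nickel chelate acceptor beads (10 ug/mL final), 30 min dark, luminescence read.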
JMJD2A Tudor inh – JMJD2A Tudor domain (human) inhibition. O75164. AlphaScreen JMJD2A-Tudor / H3K4me3 peptide binding. Potency, µM (top dose mostly 114 µM), without a hit: top-dose activity change, negative = inhibition, usual class: inhibitors. 390,000 compounds, 4.4% hits. AID 504339; also: % is scaled to controls: 0 for no effect and ±100 for the full control effect; nearly all actives have a fitted effect of over 50% in size
BLM helicase inh – Bloom syndrome helicase (human) inhibition | P54132 | recombinant BLM DNA unwinding, fluorescence dequenching | Potency, µM (titrated, usually from 56.1 µM), inactives show top-dose activity change, negative = inhibition, usual class: inhibitors | 350,000 compounds, 0.2% hits | AID 2528;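 also: plate controls were vehicle for no effect and no enzyme for full effect; nearly all actives have a fitted effect of over 35% in size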
Pol iota inh – inhibitors of human DNA polymerase iota; Q9UNA4; Pol iota fluorescent replication assay, 10 min; Potency, µM (titrated, usually from 115 µM), for the others: top-dose activity, negative = inhibition, usual class: inhibitors; 390,000 compounds, 1% hits; AID 588590
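Pol iota at 10 nM preincubated 15 min with compounds at room temperature; reaction started with fluorescent substrate, 50 nM final. Fluorescence read kinetically at 0 and 10 min; buffer-only wells as negative control.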
G9a inh – G9a (human) methyltransferase inhibition; Q96KQ7; G9a H3K9 monomethylation, AlphaScreen, 2 h; Potency, µM (highest dose often 102 µM), without a hit: at the top dose activity, negative = inhibition, most hits filed as inhibitors; 350,000 compounds, 8.8% hits; also: % is scaled to controls: 0 for no effect and ±100 for the full control effect; nearly all actives have a fitted effect of over 75% in size
Target sequence (Q96KQ7 913-1193 limits assumed): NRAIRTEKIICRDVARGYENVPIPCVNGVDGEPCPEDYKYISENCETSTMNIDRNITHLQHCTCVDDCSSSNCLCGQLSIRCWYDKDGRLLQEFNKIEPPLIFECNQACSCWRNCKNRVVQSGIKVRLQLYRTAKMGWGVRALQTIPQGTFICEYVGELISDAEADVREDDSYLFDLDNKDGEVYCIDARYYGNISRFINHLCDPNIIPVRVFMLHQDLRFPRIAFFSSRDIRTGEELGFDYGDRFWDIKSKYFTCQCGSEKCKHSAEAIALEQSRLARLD
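Methyltransferase reactions run at room temperature for 2 h (20 nM enzyme, 500 nM biotin-H3K9 peptide, 20 uM SAM) after a 15 min compound preincubation; product detected by AlphaScreen beads and anti-H3K9me1 antibody.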
Pin1 inhibitor – blocks the human prolyl isomerase Pin1; Q13526; Potency, µM (highest dose often 115 µM), without a hit: top-dose activity, negative = inhibition, usual class: inhibitors; 390,000 compounds, 0.009% hits; Pin1 FP peptide displacement, HiFluor488, 10 min; AID 504891; active = well fitted inhibition curve with a large enough effect in the polarisation, with a control signal flat, not every such curve was filed as active; inconclusive = small, poorly fitted or top-dose-only effect, or effect the other way, or a change in a side signal; inactive = no such curve, though single readings can be large or run the other way; the % refers to the polarisation; also: % is scaled to controls: 0 for no effect and ±100 for the full control effect
Target sequence (Q13526 whole entry, looked up): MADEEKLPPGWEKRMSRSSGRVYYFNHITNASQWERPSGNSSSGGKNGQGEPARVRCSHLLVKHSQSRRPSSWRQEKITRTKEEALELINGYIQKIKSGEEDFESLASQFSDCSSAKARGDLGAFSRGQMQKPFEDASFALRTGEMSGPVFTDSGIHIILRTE
The depositor's hits bear a star; i = inactive; ? = inconclusive; . = no result given; [ ] = dose if it differs, or a comment. Unless noted, calls follow the shape of the dose curve; as a rule, active = well fitted curve in the direction sought with a large enough effect; inconclusive = small, poorly fitted or top-dose-only effect, or another doubt; inactive = no such curve, though single readings can be large; an effect the other way counts as inactive or inconclusive. Potency is read from the fitted curve at half-maximal effect. Not all compounds are listed; the hit share may differ from the screen's.

SMILES	PGK inhibitor	GLS inhibitor	BAZ2B block	HP1b binding inh	JMJD2A Tudor inh	BLM helicase inh	Pol iota inh	G9a inh	Pin1 inhibitor
CNC(=S)N1C2CCCC1CC(NC(=O)c1ccc(C)cc1)C2 (configuration not stated)	1%	1%	.	42%[activator]	-4%	.	18%	.	-2%
Cc1cc(C)cc(N(CCC#N)C(=O)COC(=O)CNC(=O)c2sc3ccccc3c2Cl)c1	-5%	-1%	5%	-1%	-25%	.	1%	?	?
Cc1ccc(C(=O)NCC(=O)N2CCCCCCC2)cc1	-5%	9%	0%	26%	-22%	.	3%	8%[12.7 µM]	0%
CC1=C(Sc2nc3ccccc3[nH]2)C(=O)NC(C)(C)C1	-7%	-9%	3%	34%	-3%	1%	-9%	12%[59 µM]	-5%
N#C/C(=C\c1ccc(N2CCOCC2)o1)C(=O)NC1CCCCC1	0%	20%	-39%	33%	-8%	-5%	28%	.	?
CC/C(=N\NC(=O)c1cccnc1)c1ccc2c(c1)OCCO2	i	?	-19%	-17%	?	0%	23%	?	3%
O=C(COC(=O)c1cccc(S(=O)(=O)Nc2ccc(F)cc2)c1)NCCN1C(=O)CSC1=O	-5%	0%	9%	-15%	-12%	.	34%[activator]	-5%	-4%
CN(C(=O)c1ccc(NC(=O)Cc2ccc(NC(=O)C3CCN(C(=O)C4CCCC4)CC3)cc2)cc1)C1CCCC1	i	1%	.	58%[activator]	-22%	.	20%	.	-3%
O=C(N1CCOCC1)N1c2ccccc2CC(N2CCOCC2)c2ccccc21 (configuration not stated)	2%	11%	-6%	17%	-10%	0%	-6%	?	-1%
COc1cc(C(=O)Nn2cnnc2)ccc1OC(F)F	1%	13%	3%	51%[activator]	-6%	-5%	-23%	13%	-6%
CCN(CC)C(=O)CSc1nnc(SCc2ccc(Cl)cc2)s1	-8%	0%	3%	18%	?	-6%	7%	20%	-2%
COc1ccc(-n2nc(C(=O)NCC(=O)NCCCN3CCC(C)CC3)c3ccccc3c2=O)cc1Cl	-9%	-5%	1%	55%[activator]	-11%	-2%	34%[activator]	-10%	2%

Of the compounds above, these have a Cl atom:
SMILES	PGK inhibitor	GLS inhibitor	BAZ2B block	HP1b binding inh	JMJD2A Tudor inh	BLM helicase inh	Pol iota inh	G9a inh	Pin1 inhibitor
Cc1cc(C)cc(N(CCC#N)C(=O)COC(=O)CNC(=O)c2sc3ccccc3c2Cl)c1	-5%	-1%	5%	-1%	-25%	.	1%	?	?
CCN(CC)C(=O)CSc1nnc(SCc2ccc(Cl)cc2)s1	-8%	0%	3%	18%	?	-6%	7%	20%	-2%
COc1ccc(-n2nc(C(=O)NCC(=O)NCCCN3CCC(C)CC3)c3ccccc3c2=O)cc1Cl	-9%	-5%	1%	55%[activator]	-11%	-2%	34%[activator]	-10%	2%

(list continues)
SMILES	PGK inhibitor	GLS inhibitor	BAZ2B block	HP1b binding inh	JMJD2A Tudor inh	BLM helicase inh	Pol iota inh	G9a inh	Pin1 inhibitor
O=C(CCc1nnc2n(Cc3ccc(Cl)cc3)c(=O)c3ccccc3n12)NCCN1CCCC1	-11%	-23%	-22%	29%	-14%	2%	21%	16%[59 µM]	1%
Cc1ccc(S(=O)(=O)Nc2ccc(S(=O)(=O)Nc3cc(C)nc(C)n3)cc2)cc1	0%	3%	?	41%[activator]	1%	-2%	?	10µM*	1%
CN1CCN(c2ccc(NC(=O)c3cc(S(N)(=O)=O)ccc3N3CCOCC3)cc2)CC1	-4%	35%[activator]	4%	13%	-16%	.	46%[activator]	5%[12.7 µM]	2%
CCN(Cc1ccccc1)C(=O)Cc1ccc(OC)c(S(=O)(=O)N2CCOCC2)c1	-2%	1%	7%	24%	1%	.	14%	-30%	-4%
CNC(=O)Nc1ccc2nc(C)oc2c1	-5%	-1%	-1%	53%[activator]	10%	1%	30%[activator]	?	-2%
O=C(Nc1cccc(Br)c1)/C(=C\c1cccnc1)NC(=O)c1ccco1	0%	15%	-23%[57.1 µM]	2%	-3%	-6%	18%	51%[59 µM]	?
O=c1c2c(n3nnnc3n1-c1ccccc1)-c1ccccc1CC21CCCC1	i	-5%	11%	16%	-24%	-4%	15%	-2%[59 µM]	-4%
O=c1c2c(ncn2C2CCCC2)n(Cc2ccccc2)c(=O)n1CCOc1ccccc1	0%	-7%	-1%	43%[activator]	-3%	-16%	35%[activator]	3%[59 µM]	9%
CC1CN(C(=O)c2ccc(Oc3ccccc3)cc2)CC(C)O1 (configuration not stated)	11%	4%	-5%	29%	-7%	-9%	6%	-3%	-2%
Cc1ccc(C(=O)n2nc(-c3ccco3)nc2NCc2cccs2)cc1	i	-2%	-2%	30%	-1%	-2%	32%[activator]	-3%[59 µM]	-5%
C=CCNC(=S)N/N=C/c1cn(-c2ccccc2)nc1-c1ccc(OC)cc1	-5%	18%	-35%	13%	-28%	-8%	-3%	45%[activator][59 µM]	5%
CCOC(=O)c1c(NC(=O)CSc2ncn[nH]2)sc(C)c1C	i	-1%	-12%	-17%	-24%	-13%	-6%	45µM*	-4%
COc1ccc([C@H]2CC(=O)C=C(/C=C/Cc3ccccc3)C2)cc1	-1%	-1%	7%	32%	-8%	.	-25%	13%[2.33 µM]	6%
COc1ccc(OC)c(-c2csc(NC(=O)Cc3ccccc3OC)n2)c1	-5%	-12%	-25%	-12%	-31%	-14%	43%	-13%	6%
COc1ccc(C(C(=O)NC(C)(C)C)N(Cc2ccco2)C(=O)CCC(=O)Nc2cc(C)on2)cc1 (configuration not stated)	-3%	8%	-23%	27%	-19%	-4%	4%	?	1%
COC(=O)Cn1c(CN2CCN(c3ccc(F)cc3)CC2)nc2c1c(=O)n(C)c(=O)n2C	-2%	13%	3%	32%	-6%	1%	-3%	1%	-4%
Cc1cc(C)c(C)c(S(=O)(=O)N2CCN(C(=O)CNC(=O)c3ccco3)CC2)c1C	1%	-3%	-13%	25%	-1%	.	16%	-3%[2.33 µM]	7%
O=C1CCc2cc(S(=O)(=O)N3CCN(Cc4ccc5c(c4)OCO5)CC3)ccc2N1	0%	3%	?	-3%	-25%	0%	-14%[58.9 µM]	?	6%
CC1=Nc2ccccc2N=C(NC(=O)CN2CCN(c3ccc(F)cc3)CC2)C1c1ccccc1 (configuration not stated)	6%	-15%	-34%	-6%	-35%	-5%	40%[activator]	?	6%
Cc1ccccc1Cn1cccc1/C=C1/C(=N)N2C=CSC2=NC1=O	0%	-2%	-34%	25%	-20%	-11%	?	-2%[59 µM]	?
CN(C)CCN(C(=O)c1ccc(S(=O)(=O)N(C)c2ccccc2)cc1)c1nc2cc3c(cc2s1)OCCO3	i	-8%	?	-11%	?	-1%	41%[activator]	40µM*	2%
O=C(Nc1ccccc1[N+](=O)[O-])c1nc[nH]c1C(=O)NCCO	-4%	-1%	56µM*	34%	?	-1%	-10%	14µM*	7%
CC(=O)NCCCc1c[nH]c2ccc(Cl)cc12	0%	33%[activator]	-10%	22%	-21%	-3%	1%	-31%	-2%
COc1ccc(-c2nc(Cn3c(SCc4ccc(F)cc4)nc4ccncc43)c(C)o2)cc1OC	-1%	15%	0%	24%	-20%	-3%	-29%	-10%	26%
CCOC(=O)c1[nH]c2ccccc2c1NC(=O)c1ccc(C)c(C)c1	-10%	-1%	-1%	30%	-11%	0%	-15%	?	0%
CN(C(=O)CSc1nnnn1-c1ccc(Cl)cc1)C1CCS(=O)(=O)C1 (configuration not stated)	0%	0%	.	33%	7%	.	14%	.	1%
Cc1cc(=O)c2cc(Cl)ccc2[nH]1	-4%	-5%	-5%	32%	-1%	2%	10%	28%[12.7 µM]	3%
CCCc1c(C)nc2ccccc2c1SCCC#N	-6%	2%	33%[activator]	55%[activator]	6%	-2%	14%	6%[59 µM]	0%
COc1ccc(NC(=O)c2cc3c(=O)n(Cc4ccco4)ccc3nc2C)c(OC)c1	-7%	4%	-32%	27%	-23%	1%	-17%	?	?
Cc1cc(OCC(F)(F)C(F)(F)C(F)(F)C(F)F)nc(N)n1	4%	-3%	-34%	35%[activator]	-10%	-6%	14%	36%[activator]	-2%
COC(=O)c1ccc(OCC2NCCc3cc(OC)c(OC)cc32)cc1 (configuration not stated)	-7%	3%	-9%	9%[57 µM]	-23%	5%	-12%	-8%	0%
O=C(Nc1cc(S(=O)(=O)N2CCOCC2)ccc1N1CCCC1)c1cnccn1	i	26%	-3%	21%	-16%	5%	11%	-24%	-2%
C/C(CC(=O)Nc1ccccn1)=N\NC(=O)c1ccccc1O	-8%	21%	?	28%	-16%	-3%	-21%	-3%	-11%
Cc1ccc(S(=O)(=O)N2CCC(C(=O)C3C(=O)CCCC3=O)CC2)cc1	i	21%	-38%	34%	-12%	-4%	74%[activator]	-41%	6%
Clc1ccc(-n2c(Cc3ccccc3)nnc2SCc2nc(-c3cccs3)no2)cc1	i	3%	-16%	44%[activator]	-24%	-7%	25%	-14%[59 µM]	14%
CCOc1ccccc1CN1CCC(Oc2cccc(C(=O)NCCOC)c2)CC1	-6%	0%	-20%	14%	-18%	-6%	60%[activator]	26%	-4%
O=C(Nc1nnc(C2=COCCO2)o1)c1cccc(Br)c1	-1%	17%	71µM*	35%	-3%	2%	12%	45%	-8%
O=C1NC(c2ccccc2O)Nc2ccccc21 (configuration not stated)	6%	8%	8%	29%	-9%	5%	3%	.	5%
c1ccc(-c2onc3c2CCCC3)cc1	-10%	-3%	19%	78%	52%[activator]	-6%	7%	-3%[59 µM]	0%
CC1CCCCC12NC(=O)N(CC(=O)OCc1ccccc1F)C2=O (configuration not stated)	i	-3%	.	21%	4%	.	-1%	.	-4%
CN(c1ccccc1)S(=O)(=O)c1cccc(Cl)c1Cl	i	-3%	31%	147%[activator]	87%[activator]	-3%	53%[activator]	203%[activator]	-4%
O=C1c2ccccc2C(=O)N1CCCCN(C(=O)c1ccc([N+](=O)[O-])cc1)c1ccc(Cl)cc1	-6%	-13%	-33%	5%	-25%	-5%	27%	.	-4%
CCCCNC(=O)c1onc(CSc2ccncc2)c1C(=O)NCCCC	-6%	-7%	-1%	35%	-6%	-16%	8%	18%[59 µM]	0%

Compound activity deposited in PubChem BioAssay by National Center for Advancing Translational Sciences (NCATS).
